Assay outcomes deposited in PubChem BioAssay by Sanford-Burnham Center for Chemical Genomics.
Rpn11 inh: Rpn11 (human) deubiquitinase inhibition | calls only at 20 µM | O00487 | 0.59% of 360,000 active | human 26S proteasome, Ub4-pepOG fluorescence polarization; 20S core pre-blocked with epoxomicin;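 active = inhibition at 20 µM, scaled to each plate's controls, above about 33%, limit read from the data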
NadD block: inhibitors of Staphylococcus aureus NadD; purified NadD enzyme, colorimetric absorbance read-out; inhibition, % at 20 µM; 0.78% of 360,000 active; in the data active = inhibition above about 26%; also: some compounds past the cut are filed as inactive
LMPTP block: blocks human LMPTP phosphatase. P24666. recombinant LMPTP-A, OMFP fluorogenic substrate, fluorescence intensity. inhibition, % at 20 µM. 0.22% of 360,000 active;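 active = compounds that cut the enzyme signal by at least half of the control window in the single-dose screen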;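 also: plate controls were DMSO wells with enzyme plus substrate for no effect and substrate without enzyme for full effect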
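Test system: LMPTP-A phosphatase enzyme; input: 0.625 nM LMPTP-A final; reagent: OMFP substrate, 400 µM final; compound dosing: 20 µM single dose, 3% DMSO; incubation: 50 min dark incubation at room temperature; measured by: endpoint fluorescence intensity from OMFP dephosphorylation; measure: % inhibition relative to no-enzyme and uninhibited control wells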
SKN-1 block: inhibitors of C. elegans SKN-1; C. elegans VP596 Pgst-4::GFP/RFP ratio, acrylamide-induced, 24 h; inhibition, % at 21.8 µM; 0.49% of 360,000 active; AID 624304;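 active = interference check ratio from 0.5 to 1.5 plus GFP to RFP signal ratio inhibition reaching or exceeding a fixed threshold, cut at about 30% in these data, passing the limit was not always enough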; also: some compounds called inactive have numbers as strong as hits
STEP inh: blocks human striatal-enriched tyrosine phosphatase; recombinant STEP, OMFP fluorogenic substrate, fluorescence; 0.25% of 360,000 active; P54829; inhibition, % at 20 µM;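 active = inhibition at 20 µM, scaled per plate between control wells, above about 37%, limit read from the data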;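 also: 0% = DMSO with enzyme and substrate and 100% = substrate only without enzyme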
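Material: STEP (striatal-enriched tyrosine phosphatase) enzyme, cell-free; Compound dosing: 20 µM single dose in 1% DMSO; Technique: fluorescence read at 480 nm ex / 540 nm em; Times: reaction 20 min, ambient temperature; Medium: 50 mM Bis-Tris pH 6.0 with 2.5 mM DTT and 0.005% Tween 20; Also added: OMFP at 25 µM.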
DNMT1 inh: DNMT1 (human) enzyme inhibition. P26358. DNMT1 molecular beacon, Hinp1I cleavage, fluorescence. inhibition (reported as % activation of signal), % at 10 µM. 0.83% of 360,000 active; in the data active = inhibition above about 50%
Target sequence (P26358 504-1616 limits assumed): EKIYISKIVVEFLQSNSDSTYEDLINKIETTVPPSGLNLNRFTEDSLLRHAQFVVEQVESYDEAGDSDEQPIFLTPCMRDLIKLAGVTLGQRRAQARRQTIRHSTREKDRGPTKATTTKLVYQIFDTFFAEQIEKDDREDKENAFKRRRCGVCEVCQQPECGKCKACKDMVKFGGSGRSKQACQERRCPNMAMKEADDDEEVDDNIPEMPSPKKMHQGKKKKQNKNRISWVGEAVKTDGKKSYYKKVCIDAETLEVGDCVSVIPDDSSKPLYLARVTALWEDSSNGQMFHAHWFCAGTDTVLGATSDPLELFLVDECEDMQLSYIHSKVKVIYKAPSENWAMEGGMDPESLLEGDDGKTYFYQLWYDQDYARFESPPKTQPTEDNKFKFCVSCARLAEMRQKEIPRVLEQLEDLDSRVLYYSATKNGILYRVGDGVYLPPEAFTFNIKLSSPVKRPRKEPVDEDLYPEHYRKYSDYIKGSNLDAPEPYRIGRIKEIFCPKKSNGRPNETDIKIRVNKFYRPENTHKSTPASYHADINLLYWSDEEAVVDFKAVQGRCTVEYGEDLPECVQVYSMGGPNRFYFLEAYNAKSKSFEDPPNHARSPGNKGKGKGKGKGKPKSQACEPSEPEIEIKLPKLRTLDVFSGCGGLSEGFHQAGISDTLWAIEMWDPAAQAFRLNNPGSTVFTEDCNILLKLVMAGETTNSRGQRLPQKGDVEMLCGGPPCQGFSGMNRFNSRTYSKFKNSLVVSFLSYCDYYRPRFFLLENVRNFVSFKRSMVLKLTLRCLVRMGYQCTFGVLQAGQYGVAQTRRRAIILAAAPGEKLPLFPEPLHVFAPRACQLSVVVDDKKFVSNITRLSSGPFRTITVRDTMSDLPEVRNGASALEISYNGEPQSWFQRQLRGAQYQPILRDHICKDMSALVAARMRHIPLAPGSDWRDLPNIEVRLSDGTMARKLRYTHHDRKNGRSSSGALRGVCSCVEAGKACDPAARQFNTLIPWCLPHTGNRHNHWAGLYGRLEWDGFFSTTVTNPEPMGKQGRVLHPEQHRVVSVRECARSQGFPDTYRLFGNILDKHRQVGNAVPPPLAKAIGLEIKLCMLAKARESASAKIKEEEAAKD
Scp1 inh: Scp-1 (human) phosphatase inhibition | AID 493091 | 0.88% of 340,000 active | Recombinant Scp1, phosphopeptide, malachite green phosphate absorbance | Q9GZU7 | inhibition, % at 20 µM;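 active = inhibition above about 50% at 20 µM, limit read from the data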;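 also: plate controls were DMSO wells with enzyme for no effect and wells lacking enzyme for full effect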
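Times: enzyme reaction 45 min at room temperature, colour 5 min, stabilisation 30 min. Material: SCP-1 catalytic fragment, aa 76-261. Medium: Acidic Tris acetate buffer with magnesium and detergent. Signal: colorimetric free-phosphate detection, absorbance 630 nm. Read-out basis: % inhibition of SCP-1 phosphate liberation. Reagent: Phosphorylated 17-residue peptide substrate.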
SUMO1 PPI mod: modulators of human SUMO1-mediated protein-protein interactions; P63165; SUMO1 binding to a labelled peptide, TR-FRET, 1 h; inhibition, % at 20 µM; 0.33% of 360,000 active; in the data active = inhibition above about 37%
MT1-MMP act inh: blocks activation of human MT1-MMP | P50281 | HT1080 RFP-PRO-GFP cells, GFP/RFP ratio fluorescence, overnight; percent of plate control window, DMSO zero | GFP/RFP ratio change, % at 20 µM | 0.061% of 360,000 active | AID 651647;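 active = GFP/RFP ratio change of at least 30% with cell ATP level not reduced by more than half and red fluorescence within 50% of control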; also: strong numbers were not always called active
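Compound: 20 µM single dose, 1% DMSO / System: HT1080 RFP-PRO-GFP cells / Controls: DMSO and RFP-L50D-GFP cell wells / Read-out basis: GFP/RFP fluorescence ratio / Schedule: overnight compound exposure at 37 °C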
NRP1-CendR mod: alters CendR peptide binding to human NRP-1; FAM-RPARPAR peptide binding to NRP-1, fluorescence polarization; 0.85% of 360,000 active; inhibition, % at 25 µM; O14786;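 active = inhibition or corrected inhibition above about 18%, plus a signal ratio from 0.5 to 1.5, limit read from the data, passing the limit was not always enough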; also: strong numbers were not always called active
Numbers without * were called inactive; i = inactive; x = no result given; + = active, no number.

SMILES	Rpn11 inh	NadD block	LMPTP block	SKN-1 block	STEP inh	DNMT1 inh	Scp1 inh	SUMO1 PPI mod	MT1-MMP act inh	NRP1-CendR mod
CCCCNC(=O)C1c2cc(OC)c(OC)cc2C(=O)N(C)C1c1ccc(OC)cc1 (stereo not given)	i	-6	-0.8	2	-2	-3	0	-2	-1	10
Cc1ccc2oc(=O)n(CC(=O)OCCC(C)C)c2c1	i	-7	2.0	-5	3	-3	-15	2	0	7
Cc1ccc(C)c(N2C(=O)C3C4C=CC(CC4)C3C2=O)c1 (stereo not given)	i	-6	-1.5	11	0	2	-5	1	-3	3
COc1ccc(COC(=O)C2=C(C)NC(=O)NC2c2ccc(OC)c(OC)c2)cc1 (stereo not given)	i	-2	-2.3	-1	4	0	-1	1	7	9
O=C(CSc1nnnn1-c1ccc(F)cc1)NCc1cccs1	i	-4	-0.6	-6	1	-3	-10	-4	-4	4
Cc1cc(C)nc(Sc2nc(C)nc3c2oc2ccccc23)n1	i	-1	0.0	-17	-4	3	0	1	6	-1
CN(C)c1nc(OCC(=O)NC(C)(C)C)nc(N(C)C)n1	i	-1	0.0	-18	-1	3	-5	3	2	-2
CN(C)c1ccc(C(=O)n2nnc3ccccc32)cc1	i	2	0.0	11	2	11	-7	-8	13	4
CCc1ccc(-c2nc(CN3CCCC(C(=O)NCCc4ccc(OC)c(OC)c4)C3)c(C)o2)cc1 (stereo not given)	i	-3	-0.2	6	2	-7	-2	-1	-3	-7
O=C(c1cccc(O)c1)N1CCN(C(=O)C2CC2)CC1	i	3	-0.3	3	3	6	-7	0	-4	2
N#CC1(NC(=O)COC(=O)CCCN=C2NS(=O)(=O)c3ccccc32)CCCCC1	i	0	-1.0	-5	-1	-3	1	0	-5	0
O=C(NCc1ccncc1)NC1CCCCC1	i	2	-0.1	-1	2	-1	-3	1	-1	-6
O=C(c1cc2ccccc2o1)N(Cc1ccco1)Cc1cccs1	i	-6	2.7	19	0	-7	-8	2	-5	-32
NC(N)=NNC(=O)c1ccccc1Cl	i	0	-3.4	-5	0	5	7	2	-2	1
COc1ccccc1CNC(=O)C1CCN(S(C)(=O)=O)CC1	i	0	-1.5	-2	-2	6	-6	5	1	-3
COC(=O)CCCCC1SCC(NC(=O)OC)C1NC(=O)OC (stereo not given)	i	4	-2.7	-9	0	8	-2	-5	-6	11
CCC(C)(C(=O)NC1CCCC1)N(C)C(=O)Cc1c[nH]c2ccccc12 (stereo not given)	i	-1	-0.4	0	11	-1	-5	2	-1	1
CC1CCCCC1NC(=O)C1CCN(S(=O)(=O)N2CCC3(CC2)OCCO3)CC1 (stereo not given)	i	-2	-1.1	0	-5	5	-2	-4	0	-4
CCOC(=O)c1c(-c2ccccc2)csc1NC(=O)COc1ccc2c(C)cc(=O)oc2c1	i	9	-1.7	1	-5	18	-10	0	0	2
Cc1ccccc1NC(=S)N(CCN(C)C)C(C)c1ccco1 (stereo not given)	i	-4	-0.6	5	0	5	-4	2	1	-6
O=C1CN(Cc2cc(=O)oc3cc4c(cc23)CCC4)CCN1	i	1	-1.5	-2	-4	-1	-1	5	1	-15
CC(=O)C1=C(O)C(=O)N(C2CCCCC2)C1c1ccccc1 (stereo not given)	i	5	-0.4	13	1	-5	6	-2	-5	0
CN(C)CCN1C(=O)C(O)=C(C(=O)c2cc3ccccc3o2)C1c1ccc(N(C)C)cc1 (stereo not given)	i	4	1.2	8	4	-2	-9	-15	-3	-33
CCN1C=C(C(=O)OC)C(c2cccc(OC)c2OC)C(C(=O)OC)=C1	i	-2	-4.2	7	2	-1	-9	-2	1	10
O=C(CSc1ccccc1C(=O)O)NC12CC3CC(CC(C3)C1)C2	i	-1	-0.6	-11	-1	0	-8	1	8	0
Cc1cc(NS(=O)(=O)c2ccc(NC(=O)NC(C)(C(F)(F)F)C(F)(F)F)cc2)no1	i	6	-1.3	-20	-3	0	-6	-3	2	0
COc1ccc(OC)c(NC(=O)CSc2nnc(-c3cccnc3)s2)c1	i	0	2.4	7	-2	1	-7	-3	1	1
Cc1ccc(S(=O)(=O)N2CC=C(C(=O)NCc3ccc(F)cc3)CC2)cc1	i	-2	0.4	13	16	-2	x	3	2	4
O=C(CCN1C(=O)/C(=C/C=C/c2ccccc2)SC1=S)Nc1nc2ccccc2s1	+	42*	1.4	9	1	7	-3	-7	2	-32
COC(=O)C1=C(Nc2cc(Cl)cc(Cl)c2)CSC1	i	-1	-0.6	-15	-1	2	-1	4	0	3
CCc1nnc(NC(=O)CSc2nnc(Cc3cccn3C)n2CCOC)s1	i	2	-1.2	-2	-2	5	-6	-3	-1	-6
COc1cc(C=C2C(=O)c3ccccc3C2=O)ccc1O	i	-6	0.3	-16	-3	21	3	-26	-33	-1
CCN(CC)c1ccc(C(=O)OCc2cc(=O)oc3cc(O)ccc23)cc1	i	26	-1.1	-23	0	-4	-4	4	-1	-17
N/C(=N/OS(=O)(=O)c1ccc([N+](=O)[O-])cc1)c1ccncc1	i	1	-2.6	-9	-4	0	-3	-14	2	15
COc1cc(CNc2ncnc3c2ncn3[C@H]2CN(Cc3cccc(C(F)(F)F)c3)C[C@@H](CO)O2)cc(OC)c1OC	i	0	0.6	0	-1	7	x	-1	-1	-8
Cc1c(C(=O)N2CCCCC2)c(S(=O)(=O)Nc2cccc(Br)c2)c(C)n1C	i	-3	0.0	22	0	-2	-9	2	1	3
COc1ccc(-c2cc(C(=O)NCc3cccs3)no2)cc1	i	-4	-1.3	0	-1	1	-11	-5	-1	5
C/C(Cl)=C\Cn1c(NCCCn2ccnc2)nc2c1c(=O)n(C)c(=O)n2C	i	-2	3.3	7	-9	4	-6	5	0	12
CC(C)CNc1nc2c(c(=O)n(C)c(=O)n2C)n1Cc1cccc(Br)c1	i	-1	-0.9	0	0	-2	-10	-3	2	9
CCOC(=O)C1=C[C@@H](CC)N(S(=O)(=O)c2ccc([N+](=O)[O-])cc2)[C@H]1c1ccccc1	i	-3	1.2	0	5	4	x	-22	1	4
Oc1ccc(-c2cn3c(n2)SCC3)cc1O	i	11	15	-2	0	14	7	6	2	-2
Cc1ccc2nc(-c3cccc(-c4cccc(Cl)c4)c3)c(NCc3ccccc3)n2c1	i	8	14	4	1	-9	17	-1	13	9
C(=N\n1c2ccccc2c2ccccc21)/c1ccccc1	i	3	1.9	10	-1	-2	-8	-5	-4	-12
O=C(N/N=C1\NC(=O)C(CO)(CO)S1)c1ccccc1	i	-1	-0.9	-2	0	1	-5	10	-3	6
CCOC(=S)SCC(=O)N1CCc2cc(OC)c(OC)cc2C1C1C(=O)CC(C)(C)CC1=O (stereo not given)	i	10	-2.0	-3	-2	2	-10	6	2	9

11 of these compounds, reformatted.
mol | Rpn11 inh | NadD block | LMPTP block | SKN-1 block | STEP inh | DNMT1 inh | Scp1 inh | SUMO1 PPI mod | MT1-MMP act inh | NRP1-CendR mod
N/C(=N/OS(=O)(=O)c1ccc([N+](=O)[O-])cc1)c1ccncc1 | i | 1 | -2.6 | -9 | -4 | 0 | -3 | -14 | 2 | 15
COc1cc(CNc2ncnc3c2ncn3[C@H]2CN(Cc3cccc(C(F)(F)F)c3)C[C@@H](CO)O2)cc(OC)c1OC | i | 0 | 0.6 | 0 | -1 | 7 | x | -1 | -1 | -8
Cc1c(C(=O)N2CCCCC2)c(S(=O)(=O)Nc2cccc(Br)c2)c(C)n1C | i | -3 | 0.0 | 22 | 0 | -2 | -9 | 2 | 1 | 3
COc1ccc(-c2cc(C(=O)NCc3cccs3)no2)cc1 | i | -4 | -1.3 | 0 | -1 | 1 | -11 | -5 | -1 | 5
C/C(Cl)=C\Cn1c(NCCCn2ccnc2)nc2c1c(=O)n(C)c(=O)n2C | i | -2 | 3.3 | 7 | -9 | 4 | -6 | 5 | 0 | 12
CC(C)CNc1nc2c(c(=O)n(C)c(=O)n2C)n1Cc1cccc(Br)c1 | i | -1 | -0.9 | 0 | 0 | -2 | -10 | -3 | 2 | 9
CCOC(=O)C1=C[C@@H](CC)N(S(=O)(=O)c2ccc([N+](=O)[O-])cc2)[C@H]1c1ccccc1 | i | -3 | 1.2 | 0 | 5 | 4 | x | -22 | 1 | 4
Oc1ccc(-c2cn3c(n2)SCC3)cc1O | i | 11 | 15 | -2 | 0 | 14 | 7 | 6 | 2 | -2
Cc1ccc2nc(-c3cccc(-c4cccc(Cl)c4)c3)c(NCc3ccccc3)n2c1 | i | 8 | 14 | 4 | 1 | -9 | 17 | -1 | 13 | 9
C(=N\n1c2ccccc2c2ccccc21)/c1ccccc1 | i | 3 | 1.9 | 10 | -1 | -2 | -8 | -5 | -4 | -12
O=C(N/N=C1\NC(=O)C(CO)(CO)S1)c1ccccc1 | i | -1 | -0.9 | -2 | 0 | 1 | -5 | 10 | -3 | 6

(listing goes on)
SMILES	Rpn11 inh	NadD block	LMPTP block	SKN-1 block	STEP inh	DNMT1 inh	Scp1 inh	SUMO1 PPI mod	MT1-MMP act inh	NRP1-CendR mod
CN(CC(=O)NCCc1ccccc1)S(=O)(=O)c1cccs1	i	-1	-0.3	-27	-2	2	-5	-2	-2	0
O=c1c(Br)c(N2CCOCC2)cnn1-c1ccccc1	i	-1	0.8	-5	1	0	-11	14	2	-3
CC(O)(c1cccnc1)c1nc(-c2cccc(F)c2)cs1 (stereo not given)	i	-6	1.0	5	-2	-1	x	3	-3	12
CCOc1ccc(C=O)cc1CN1CCCCC1	i	-5	-0.8	-22	3	3	-5	1	5	-1
COc1ccc(C(C)NC(=O)C2CCCC2)cc1OC (stereo not given)	i	-1	-2.7	-2	0	0	6	-1	0	5
CCCN=C1N(C)C[C@@H]2[C@@H]3C(=O)N(Cc4ccccc4)C(=O)[C@@H]3[C@](C)(C(=O)OC)N12	i	3	-3.8	6	0	4	4	6	2	1
O=C(N/N=C/c1ccc2c(c1)OCO2)c1cc(-c2ccc(F)cc2)nc2ccccc12	i	25	1.8	12	-1	7	-8	1	-6	-3
CCCC(=O)Nc1ccc(Cl)c(NC(=O)c2cccc(OC)c2)c1	i	2	-0.8	8	-1	-1	-1	-3	-2	-3
Cc1ccc(Cn2ccc(NC(=O)c3cc4nc(-c5ccco5)cc(C(F)(F)F)n4n3)n2)cc1	i	5	-0.9	1	2	0	-5	3	2	-2
